# Screening results from PubChem BioAssay.
# Epigenetic reg = epigenetic control regulation, reporter derepression; 280,000 tested, 0.2% active; Potency, µM (titrated, usually from 53.9 µM), for inactives: top-dose GFP activation, most hits filed as activators; murine LDR cells, GFP reporter derepression, 30 h; further: potency means the concentration at half of the fitted maximal effect; % of control where 0% means no effect; nearly all actives have a fitted effect of over 60% in size
#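 GFP-positive cell count by laser-scanning cytometry (objects 20–120 um) after 30 h, 37 C compound exposure of murine LDR cells; reporter is CMV-GFP integrated at a silenced locus, inducible by HDAC or DNMT inhibitors.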
# L3MBTL1 inh = blocks human L3MBTL1. Potency, µM (series often up to 57.1 µM), inactives show at the top dose activity, negative = inhibition, usual class: inhibitors. Q9Y468. 230,000 tested, 0.66% active. AID 485360. AlphaScreen L3MBTL1–H3K9me1 peptide binding; further: potency means the concentration at half of the fitted maximal effect; on the % scale 0 is the no-effect control and ±100 the full control effect; nearly all actives have a fitted effect of over 60% in size
#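 First, the protein-peptide complex forms for 30 min at room temperature (L3MBTL1 50 nM, biotinylated H3K9me1 peptide 75 nM). Next, compounds are pin-transferred and incubated 30 min. Finally, AlphaScreen beads are added and read after 30 min.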
# NPSR antag = neuropeptide S receptor (human) antagonism, cAMP; Q6W5P4; Potency, µM (highest dose often 38.3 µM), inactives show at the highest dose activity change, negative = inhibition, usual class: inhibitors; 220,000 tested, 1% active; CHO-NPSR cells, cAMP TR-FRET, antagonist mode; AID 1461; further: potency means the concentration at half of the fitted maximal effect; on the % scale 0 is the no-effect control and ±100 the full control effect; nearly all actives have a fitted effect of over 50% in size; many of its hits are not listed in these tables
# Target sequence (Q6W5P4 whole entry, looked up): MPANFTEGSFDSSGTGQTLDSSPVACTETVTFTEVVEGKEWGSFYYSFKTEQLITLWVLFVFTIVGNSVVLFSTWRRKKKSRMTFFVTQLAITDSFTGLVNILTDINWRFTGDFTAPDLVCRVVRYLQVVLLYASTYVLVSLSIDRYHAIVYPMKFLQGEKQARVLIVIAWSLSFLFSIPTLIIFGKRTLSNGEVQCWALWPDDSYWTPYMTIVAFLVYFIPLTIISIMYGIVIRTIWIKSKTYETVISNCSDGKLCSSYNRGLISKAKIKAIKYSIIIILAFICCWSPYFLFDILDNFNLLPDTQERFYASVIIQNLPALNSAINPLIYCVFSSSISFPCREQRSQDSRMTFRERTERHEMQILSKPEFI
# CBFb-RUNX1 inh = blocks binding between human CBF-beta and RUNX1; Q01196+Q13951; AlphaScreen CBFb-His/RUNX1-biotin binding, biochemical; Potency, µM (highest dose often 59.8 µM), inactives show at the top dose activity, negative = inhibition, actives largely listed as inhibitors; 230,000 tested, under 10 active; further: % of control where 0% means no effect
# Target sequence (Q01196 whole entry, looked up): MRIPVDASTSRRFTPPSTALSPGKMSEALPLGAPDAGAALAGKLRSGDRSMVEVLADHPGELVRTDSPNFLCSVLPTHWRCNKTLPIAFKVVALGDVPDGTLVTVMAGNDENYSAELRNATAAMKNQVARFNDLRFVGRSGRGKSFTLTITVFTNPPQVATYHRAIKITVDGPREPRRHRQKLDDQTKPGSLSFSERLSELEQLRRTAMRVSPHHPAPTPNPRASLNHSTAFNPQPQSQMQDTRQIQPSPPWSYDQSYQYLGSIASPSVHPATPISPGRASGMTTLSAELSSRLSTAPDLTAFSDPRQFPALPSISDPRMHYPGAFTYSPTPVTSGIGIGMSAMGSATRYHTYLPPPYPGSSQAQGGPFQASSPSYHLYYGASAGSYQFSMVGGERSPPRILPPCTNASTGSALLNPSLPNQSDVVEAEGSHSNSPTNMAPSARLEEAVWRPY
# Target sequence (Q13951 whole entry, looked up): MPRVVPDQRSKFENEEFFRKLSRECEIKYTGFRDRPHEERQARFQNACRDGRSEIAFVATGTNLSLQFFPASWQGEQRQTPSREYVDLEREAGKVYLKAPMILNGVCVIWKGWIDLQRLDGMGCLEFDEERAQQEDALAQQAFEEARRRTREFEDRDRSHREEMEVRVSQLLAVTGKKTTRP
#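 Bead-based AlphaScreen assay; binding partners His-tagged CBF-beta and biotinylated RUNX1 at 30 nM each. Compound exposure 15 min after a 20-min protein preincubation; bead step 90 min; all steps at room temperature.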
# HTT aggregate = reduces HttQ103-GFP aggregates in PC12 cells. PC12 HttQ103-GFP aggregates, Acumen cytometry, 40 h. Potency, µM (series often up to 46.1 µM), inactives show at the top dose activity change, negative = inhibition, actives largely listed as inhibitors. 220,000 tested, 1.1% active. AID 1688; further: potency means the concentration at half of the fitted maximal effect; on the % scale 0 is the no-effect control and ±100 the full control effect; nearly all actives have a fitted effect of over 60% in size
#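 Quantitative HTS on tebufenozide-induced (100 nM) PC12 cells stably expressing polyQ103 Huntingtin exon 1–GFP. Reduction of bright GFP aggregates, detected by laser scanning cytometry after lysis, identified actives across the titration.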
# KinaseGlo FLuc = blocks Kinase-Glo luciferase, a counter-screen artifact. Q27757. Kinase-Glo luciferase, ATP luminescence, 8 min. Potency, µM (top dose mostly 38.3 µM), inactives show top-dose activity change, negative = inhibition, hits mostly inhibitors. 200,000 tested, 0.28% active. AID 1379; further: potency means the concentration at half of the fitted maximal effect; on the % scale 0 is the no-effect control and ±100 the full control effect; nearly all actives have a fitted effect of over 60% in size
#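 Substrate mix (final 50 mM imidazole pH 7.2, 50 mM KCl, 7 mM MgCl2, 10 uM ATP, 0.01% Tween 20, 0.05% BSA) plus pin-tool compound, then Kinase-Glo detection mix; 8 min ambient, luminescence read.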
# IMPase Li cell = IMPase inhibition in cells with lithium potentiation. CHO-M1 cells, IP1 TR-FRET (IP-One), carbachol + lithium. Potency, µM (titrated, usually from 59.4 µM), without a hit: at the top dose activity, negative = IMPase inhibition, usual class: inhibitors. 210,000 tested, 0.35% active. AID 1457;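 further: IP1 builds up when IMPase is blocked and the TR-FRET signal falls; potency means the concentration at half of the fitted maximal effect; plate controls were basal vehicle for no effect and high inhibitor control for full effect; nearly all actives have a fitted effect of over 50% in size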
#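 CHO cells stably expressing M1 receptor (2000/well) were cultured 16–30 h, then exposed to compounds with a small lithium addition for 30 min at 37C. IP1 was measured by TR-FRET competition; AC50 from Hill fits.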
# Starred values were filed as active, the others as inactive; ? = inconclusive; . = not tested or not shown; [ ] = dose if it differs, or a comment. The call rests on the fitted dose curve; in most records, active means well fitted curve in the direction sought with a large enough effect; inconclusive means small, poorly fitted or top-dose-only effect, or another doubt; inactive means no such curve, though single readings can be large; an effect the other way counts as inactive or inconclusive. Some of the compounds tested, so the mix of outcomes need not match the whole.
# Every second line gives: L3MBTL1 inh, IMPase Li cell, Epigenetic reg, HTT aggregate, CBFb-RUNX1 inh, KinaseGlo FLuc, NPSR antag
> CCC1(C)CC(=O)N(c2ccc(C(=O)O)c(O)c2)C1=O (stereo unspecified)
    3%, -4%[38.3 µM], 2.1%, 4%, 2%, 2%, 1%[46.1 µM]
> C/C(=N/NC(=O)CSCc1ccc(Cl)cc1)c1cccc(NC(=O)c2ccccc2)c1
    ., 33%[38.3 µM], 4.0%, -3%, -16%, -2%, -19%[46.1 µM]
> Cc1ccc(C(=O)OCC(=O)Nc2ccc(S(N)(=O)=O)cc2)c(O)c1
    12%, ., 0.1%, 2%[9.22 µM], 4%, ., -13%
> CCC(CO)NCC#Cc1ccccc1 (stereo unspecified)
    -2%, -2%, -1.2%, 3%, -1%, -1%, 23%
> O=C(NN1CCOCC1)c1cc(-c2ccc(Br)s2)nc2ccccc12
    -13%, -5%, 2.5%, 18%, 4%, -1%, -25%
> CC(C)Cn1c(O)c(/C=C2\C=NN=C2c2ccccc2)sc1=S
    -14%, 12%, 15%, -21%, -9%, 0%, -53%
> CC(O)c1cccc(NC(=O)C2CCCCC2)c1 (stereo unspecified)
    2%, 2%, 0.0%, ., 3%, 0%, 6%
> Cc1nn(-c2ccccc2)c(C)c1/C=C/C(=O)OCC(=O)Nc1ncc(C(F)(F)F)cc1Cl
    8%, 15%, 3.9%, -9%, 1%, -1%, 1%
> CCCCCCn1c(N(CC)CC)nc2c1c(=O)[nH]c(=O)n2C
    -7%, 0%[38.3 µM], -1.0%, 12%, 3%, 0%, -14%[46.1 µM]
> Cc1noc(C)c1C(=O)Nc1nnc(-c2ccccc2)s1
    4%, -24%[38.3 µM], -1.8%, 15%, 4%, 0%, -2%[46.1 µM]
> O=C(NNC(=S)Nc1ccccc1)c1ccco1
    4%, -1%[38.3 µM], 0.0%, -8%, 3%, 0%, -17%[46.1 µM]
> Cc1cc(CNC(=O)COc2ccccc2)c2ccccc2n1
    10%, ?, -1.1%, ?, 12%, -4%, 17%
> Cc1cc(N2CCN(C)CC2)nc(=S)[nH]1
    9%, 10%, -2.0%, -1%, 0%, 0%, 21%
> COC(=O)c1c(N2C(=O)[C@H]3[C@@H](C2=O)[C@]2(C(=O)Nc4c2ccc(C)c4C)N2CCC[C@@H]32)sc(C)c1C
    -1%, 0%, 1.0%, 6%, 0%, -2%, -18%
> O=c1c2sccc2n(Cc2ccc(F)cc2)c(=O)n1-c1ccc(F)cc1
    1%, -6%, ?, 5%, -6%, -2%, -17%
> FC(F)(F)c1ccccc1NC(=S)N1CCN(c2ccccn2)CC1
    6%, 6%, -0.2%, ?, 7%, 0%, 3%
> O=C(NCCCN1CCCC1=O)c1csc2ccccc12
    11%[11.4 µM], 24%[38.3 µM], -2.1%, 5%, -19%, 4%, -2%[46.1 µM]
> CCOC(=O)c1cccc(P(=O)(C(C)(C)C)C(C)(C)C)c1
    5%, ., 0.1%, -18%, -3%, ., 5%[46.1 µM]
> O=C(CSc1ncnc2c1oc1ccccc12)N1CCc2ccccc2C1
    -3%, -22%[38.3 µM], -2.2%, 4%, 9%, -9%, -23%[46.1 µM]
> Cc1cc(Br)c2c(c1)/C(=C/C(=O)c1cccs1)C(=O)N2
    -3%, 25%, -2.5%, -4%, -22%, 1%, -47%
> CCc1cccc(CC)c1NC(=O)C1CC(=O)N(c2ccc3c(c2)OCCO3)C1 (stereo unspecified)
    ., 10%[38.3 µM], -1.0%, -15%, -1%, -4%, -15%[46.1 µM]
> Cc1ccccc1NC(=O)C1Cc2ccccc2CN1C(=O)OCc1ccccc1 (stereo unspecified)
    -5%, 9%, 1.1%, 6%, 5%, 0%, -18%
> Cc1ccc(NC(=O)COc2ccc(Br)cc2C)cc1
    19%, 5%, -0.9%, -5%, 26%, -1%, -5%
> CCCNC(=O)C(=O)NCC1CCCN1CC (stereo unspecified)
    ., -6%, -1.1%, -12%, 5%, -1%, 14%
> CCCCn1c(=O)[nH]c2nc3cc(NC(C)=O)ccc3nc2c1=O
    ., ., 3.1%, -27%[9.22 µM], 18%, ., -1%
> COc1ccc(N(C(C)C(=O)N2CCC(Cc3ccccc3)CC2)S(C)(=O)=O)cc1 (stereo unspecified)
    -5%, 8%, 0.0%, ., 5%, -2%, 5%
> CC(=O)Nc1ccc(OC(=O)c2cc([N+](=O)[O-])ccc2Cl)cc1
    2%, 1%[38.3 µM], 2.1%, -10%, -4%, -1%, -21%[46.1 µM]
> CC(C)CCn1nc(C(=O)OC(C)C(=O)NC(N)=O)c2ccccc2c1=O (stereo unspecified)
    2%, -10%[38.3 µM], 0.0%, 10%, 6%, 0%, -7%[46.1 µM]
> CCn1c(C(=O)NCc2ccccn2)cc2sccc21
    -9%, 0%, 0.9%, -14%, 14%, -1%, 4%[46.1 µM]
> COC(=O)c1ccc(NC(=O)CSc2nncc3ccc(OC)c(OC)c23)cc1
    ?, ?, -0.1%, -12%, -1%, -1%, -35%

# Five entries from above, with bars between the fields.
compound | L3MBTL1 inh | IMPase Li cell | Epigenetic reg | HTT aggregate | CBFb-RUNX1 inh | KinaseGlo FLuc | NPSR antag
O=c1c2sccc2n(Cc2ccc(F)cc2)c(=O)n1-c1ccc(F)cc1 | 1% | -6% | ? | 5% | -6% | -2% | -17%
CCC(CO)NCC#Cc1ccccc1 (stereo unspecified) | -2% | -2% | -1.2% | 3% | -1% | -1% | 23%
CCC1(C)CC(=O)N(c2ccc(C(=O)O)c(O)c2)C1=O (stereo unspecified) | 3% | -4%[38.3 µM] | 2.1% | 4% | 2% | 2% | 1%[46.1 µM]
Cc1cc(N2CCN(C)CC2)nc(=S)[nH]1 | 9% | 10% | -2.0% | -1% | 0% | 0% | 21%
O=C(NNC(=S)Nc1ccccc1)c1ccco1 | 4% | -1%[38.3 µM] | 0.0% | -8% | 3% | 0% | -17%[46.1 µM]

# (list continues)
# Every second line gives: L3MBTL1 inh, IMPase Li cell, Epigenetic reg, HTT aggregate, CBFb-RUNX1 inh, KinaseGlo FLuc, NPSR antag
> CSc1nnc(-c2ccc(F)cc2)o1
    3%, -8%[38.3 µM], 0.0%, -5%, 4%, 1%, 15%[46.1 µM]
> CC(C)C[C@H](NC(=O)N1CCCCCC1)C(=O)N[C@H](Cc1cn(C)c2ccccc12)C(=O)N[C@H](Cc1ccccn1)C(=O)O
    ., 7%, 4.3%, ., 15%, -2%, .
> Cc1ccc(NC(=O)C(C)N2C(=O)C3CC=C(Cl)CC3C2=O)cc1 (stereo unspecified)
    ., 9%[38.3 µM], 0.0%, -8%, 8%, 3%, ?
> CCc1cccc(OCC(=O)Nc2ccc(S(=O)(=O)Nc3ccccn3)cc2)c1
    -12%, 4%, 6.9%, -15%[9.22 µM], -24%, 0%, 0%
> COC(CN(C(=O)CCl)C(C(=O)NC1CCCCC1)c1ccccc1C)OC (stereo unspecified)
    5%, 5%, -0.9%, ?, -1%, 0%, 13%
> C[C@H](NC(=O)OCc1ccccc1)c1nnc([C@H](C)NC(=O)OCc2ccccc2)o1
    ., ., 2.2%, 25%[9.22 µM], 10%, ., 20%
> Cc1ccc2c(c1)C(C)CC(C)(C)N2C(=O)CN1CCN(C)CC1 (stereo unspecified)
    ., ., -1.8%, 1%[9.22 µM], 7%, ., 14%
> Cc1nc2cc(NC(=O)COc3ccccc3C#N)ccc2n1-c1ccccc1
    ., 34%[activator][38.3 µM], 1.8%, -9%[1.84 µM], 0%, 2%, -11%[46.1 µM]
> O=C(NC1CCCC1)C(c1ccccn1)N(C(=O)c1csnn1)C1CCCC1 (stereo unspecified)
    4%, 10%, 0.0%, -7%, 5%, 2%, -17%[46.1 µM]
> Cc1cc(C(=O)Nc2sc3c(c2C#N)CCCCC3)cs1
    ., ?, -1.1%, 8%, 8%, -4%, -29%[46.1 µM]
> CC(C)CNS(=O)(=O)c1ccc(CCC(=O)O)cc1
    ., 31%[activator][38.3 µM], -1.1%, -13%, 5%, 1%, -12%[46.1 µM]
> CC(C)(C)N(Cc1cc2ccccc2[nH]c1=O)C(=O)C1CCCCC1
    3%, 4%, 0.1%, -1%, 7%, 1%, -9%
> CN(C)/N=C/C=C1\CCC/C(=C/c2cccs2)C1=O
    -23%, ., ?, -13%[9.22 µM], -6%, ., -7%
> Cc1ccc(C(C)C)c(OCCNC(=O)c2cncc(Br)c2)c1
    11%, -1%[38.3 µM], -2.3%, -9%, 6%, -1%, ?
> N#CCCN(CCC#N)C(=O)c1ccc(Cl)cc1
    ?, -17%[38.3 µM], 0.0%, -3%, 5%, -8%, 7%[46.1 µM]
> O=C(CS(=O)(=O)Cc1ccccc1)Nc1ccc(S(=O)(=O)N2CCCCCC2)cc1
    -4%, -6%[38.3 µM], -1.1%, -15%, -7%, -6%, -18%[46.1 µM]
> CC(=O)OCCn1c(Br)nc2c1c(=O)[nH]c(=O)n2C
    5%, -14%[38.3 µM], 3.0%, 1%, -1%, -2%, -24%[7.67 µM]
> COc1ccc(CNC(=O)CSc2nnc(C)n2-c2ccc(F)cc2)cc1
    11%, -8%, 3.9%, 13%, 10%, 2%, 8%
> O=C(COC(=O)c1ccccc1)Nc1ccccc1N1CCOCC1
    2%, 9%, -1.2%, -21%, 0%, -2%, -8%[46.1 µM]
> O=c1c(Cc2ccccc2)c(O)ccn1Cc1ccco1
    -10%[11.4 µM], 4%, 1.1%, 8%, 0%, 1%, 16%
> Nc1ccc(N2C(=O)c3ccccc3C2=O)c(Cl)c1
    -7%, 11%, -0.2%, ., 8%, 1%, 5%[46.1 µM]
> O=C(Nc1cccc(/C=C/c2nc3ccccc3c(=O)[nH]2)c1)c1ccccc1Cl
    13%, ., 12%, 4%[9.22 µM], 6%, ., 22%[7.67 µM]
> Cc1nc(N2CCCCC2)c2c(C)c(C(=O)Nc3ccccc3C(F)(F)F)sc2n1
    ., 7%, 1.1%, -14%, 19%, -2%, -50%
> Cc1ccc(N2CC(C(=O)Oc3cccc(N4C(=O)CCC4=O)c3)CC2=O)cc1 (stereo unspecified)
    -1%, 9%[38.3 µM], -3.2%, 6%, 4%, 1%, -8%[46.1 µM]
> C=CCn1c(=O)[nH]c2cc(C(=O)N3CCN(c4cccc(Cl)c4)CC3)ccc2c1=O
    ?, 11%[38.3 µM], 0.0%, ?, -8%, 1%, 4%[46.1 µM]
> CCOc1ccc(NCc2nnc(SCC(=O)Nc3cc(C)on3)n2-c2ccc(OC)cc2)cc1
    7%, 5%[38.3 µM], -0.4%, -6%, 4%, -3%, -12%[46.1 µM]
> NNC(=O)CCc1c[nH]c2ccccc12
    -2%, -2%, -1.2%, -10%, -8%, 0%, -8%[46.1 µM]
> CC1=C(C)Cc2c(OC(=O)c3ccccc3)ccc(OC(=O)c3ccccc3)c2C1
    4%, ., 0.1%, -26%[9.22 µM], 1%, ., -20%
